Screens from PubChem BioAssay.
D1 agonist – activates the human D1 dopamine receptor; P21728; HEK293 T-REx D1 cells, calcium flux, agonist mode; activation, % at 2 µM; 360,000 tested, 1% active; AID 504660; in the data active = activation above about 30%; also: 0% is about no effect
Target sequence (P21728 whole entry, looked up): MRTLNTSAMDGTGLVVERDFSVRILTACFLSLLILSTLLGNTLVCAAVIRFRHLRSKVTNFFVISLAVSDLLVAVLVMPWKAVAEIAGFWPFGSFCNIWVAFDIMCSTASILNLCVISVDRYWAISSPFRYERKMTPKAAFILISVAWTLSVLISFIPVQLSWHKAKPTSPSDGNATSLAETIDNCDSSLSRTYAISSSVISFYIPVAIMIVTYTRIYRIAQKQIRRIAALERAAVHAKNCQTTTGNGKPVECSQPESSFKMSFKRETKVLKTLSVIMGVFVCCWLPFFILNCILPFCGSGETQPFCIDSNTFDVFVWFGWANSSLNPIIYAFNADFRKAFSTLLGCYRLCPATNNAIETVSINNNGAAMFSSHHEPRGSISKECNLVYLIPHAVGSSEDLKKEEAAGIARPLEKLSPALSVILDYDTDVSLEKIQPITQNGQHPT
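Inducible HEK293 T-REx D1 cells, force-coupled to calcium signalling, were plated at 4000 cells/well with tetracycline and held overnight at 30 C. After no-wash calcium dye loading, compound-evoked calcium rise over 180 s flagged agonists.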
RXFP1 antag – blocks the human relaxin receptor RXFP1; Q9HBX9; HEK293-RXFP1, relaxin-stimulated cAMP HTRF, 30 min; stronger effect = lower value; activity change, negative = inhibition, % at 57.5 µM; 350,000 tested, 0.59% active;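 active = activity change of -60% or lower, but not beyond a set lower limit; inconclusive = change between -60% and -40%, or beyond the set limit; inactive = change above -40%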; also: % is scaled to controls: 0 for no effect and ±100 for the full control effect
D1 antagonist – human D1 dopamine receptor antagonism; P21728; AID 504652; 360,000 tested, 3.2% active; HEK293 TREx D1 cells, calcium flux, dopamine EC80; stronger effect = lower value; activity change, negative = inhibition, % at 10 µM; in the data active = activity change below about -30%; also: % is scaled to controls: 0 for no effect and ±100 for the full control effect
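HEK293 T-REx cells expressing inducible, force-coupled D1 receptor; no-wash Ca dye, 30–90 min RT. Cmpd → 180 s read at 1 Hz → EC80 DA → 180 s read.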
D1 PAM – enhances dopamine response at the human D1 receptor | P21728 | HEK293 TREx D1 cells, calcium flux, dopamine EC20 potentiation | 360,000 tested, 0.036% active | potentiation, % at 10 µM; in the data active = potentiation above about 30%; also: 0% is about no effect
Vif-APOBEC3G blk – blocks the Vif interaction with human APOBEC3G | HeLa A3G-eYFP + Vif (tagged APOBEC3G with the HIV-1 protein that degrades it), YFP fluorescence, overnight | Potency, µM (highest dose often 46.1 µM), without a hit: at the highest dose activity, negative = active, most hits filed as inhibitors | 410,000 tested, 0.076% active | AID 602310;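 also: potency is read from the fitted curve at half-maximal effect; % is scaled to controls: 0 for no effect and ±100 for the full control effect; nearly all actives have a fitted effect of over 60% in size; hits raise eYFP signal because A3G escapes Vif-driven loss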
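HeLa cells stably expressing Vif and C-terminally eYFP-tagged A3G, seeded overnight at 37 deg C, then exposed to compound by pintool overnight at 37 deg C. Rise in yellow fluorescence (Ex 488/Em 500-530, Acumen) marks blocked Vif-driven A3G degradation.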
D2 PAM – positively modulates the human D2 dopamine receptor allosterically. P14416. HEK293 T-REx D2, calcium flux, EC20 dopamine potentiation. 340,000 tested, 0.34% active. potentiation, % at 10 µM. AID 485347;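 active = potentiation over 3 SD above the plate norm, cut at about 30% in these data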; also: 0% is about no effect
Target sequence (P14416 whole entry, looked up): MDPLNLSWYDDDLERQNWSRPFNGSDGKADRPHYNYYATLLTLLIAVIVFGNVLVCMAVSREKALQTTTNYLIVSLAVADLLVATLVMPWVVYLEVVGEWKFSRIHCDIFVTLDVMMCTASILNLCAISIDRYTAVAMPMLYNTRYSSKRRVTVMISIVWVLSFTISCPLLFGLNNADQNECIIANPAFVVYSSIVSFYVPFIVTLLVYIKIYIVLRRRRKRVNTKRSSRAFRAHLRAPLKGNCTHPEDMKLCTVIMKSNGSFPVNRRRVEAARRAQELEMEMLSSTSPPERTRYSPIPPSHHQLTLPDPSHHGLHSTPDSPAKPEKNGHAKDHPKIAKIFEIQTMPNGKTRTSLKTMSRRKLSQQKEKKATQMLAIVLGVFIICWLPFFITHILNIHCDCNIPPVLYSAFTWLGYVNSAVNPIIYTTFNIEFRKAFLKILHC
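Primary screen. Calcium kinetics in induced HEK293 T-REx D2 cells: compound pre-addition 180 s, EC20 dopamine, 180 s more.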
GRP78 ERSR act – inducers of ER stress response in human glioma cells; Potency, µM, for inactives: at the highest dose activation, hits mostly activators; AID 602332; U87-MG GRP78 promoter luciferase reporter, 16 h; 420,000 tested, 0.02% active; also: potency is read from the fitted curve at half-maximal effect; series mostly up to about 76 µM; % of control where 0% means no effect; nearly all actives have a fitted effect of over 35% in size
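Stably transfected U87-MG glioma cells carrying a GRP78-based luciferase sensor; 16 h compound incubation. Luminescence end-point read 10 min after Bright-Glo addition at room temperature.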
Vif-A3F inh – Vif-A3F binding inhibition; HeLa A3F-eYFP + Vif (tagged APOBEC3F with the HIV-1 protein that degrades it), YFP fluorescence increase; Potency, µM (doses to about 46.1 µM), for inactives: at the highest dose activity, negative = active; 390,000 tested, 0.2% active; also: potency is read from the fitted curve at half-maximal effect; % of control where 0% means no effect; nearly all actives have a fitted effect of over 65% in size
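Fluorescence increase (Ex 488/Em 500-530) after overnight compound treatment at 37 deg C flags inhibition of Vif-driven A3F-eYFP loss in stable HeLa A3F-eYFP/Vif cells seeded overnight beforehand.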
RXFP1 ag – RXFP1 (human) receptor agonism; HEK293T-RXFP1 cAMP TR-FRET, 30 min; response scale: percent of porcine relaxin response, buffer zero; Potency, µM (highest dose often 57.5 µM), without a hit: at the highest dose activation, usual class: activators; 370,000 tested, 0.3% active; also: potency is read from the fitted curve at half-maximal effect; % is scaled to controls: 0 for no effect and ±100 for the full control effect; nearly all actives have a fitted effect of over 60% in size; many of its hits are not listed in these tables
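Agonist response is measured as cAMP accumulation in an RXFP1-transfected HEK293T line under PDE4 inhibition. Values are scaled between buffer-only and 29 nM porcine relaxin, and EC50s come from standard Hill equation fits.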
An asterisk follows results filed as active; ? = inconclusive; / = no result given. Unless noted, calls follow the shape of the dose curve; as a rule, active = well fitted curve in the direction sought with a large enough effect; inconclusive = small, poorly fitted or top-dose-only effect, or another doubt; inactive = no such curve, though single readings can be large; an effect the other way counts as inactive or inconclusive.

Values run as follows: D1 agonist	RXFP1 antag	D1 antagonist	D1 PAM	Vif-APOBEC3G blk	D2 PAM	GRP78 ERSR act	Vif-A3F inh	RXFP1 ag
- COc1ccc(OCc2cc(C(=O)NCC3CCCCO3)no2)c(Cl)c1 (configuration not stated)
    14	10	-6	-6	3%	-3	8%	-4%	-1.0%
- Cc1ccccc1NS(=O)(=O)c1nnc(NC(=O)CC(C)C)s1
    5	-4	-5	5	-6%	7	-3%	2%	-0.2%
- Cc1cccc(NC(=O)N2CCCCCC2)c1
    4	-2	7	5	-3%	/	2%	4%	-0.7%
- CCOC(=O)c1ccc(NC(=O)C2=C(C)Nc3nc(CCCO)nn3C2c2cccc(C)c2)cc1 (configuration not stated)
    2	-13	5	-1	-6%	-3	-4%	-1%	0.9%
- COc1ccc(N=C2C(=Nc3ccc(OC)cc3)N(c3ccc(OC)cc3)C(=S)N2c2ccccc2)cc1
    -3	-13	/	-2	3%	13	-2%	0%	-3.3%
- COc1ccc(C2CC3(CC(C)(C)NC(=O)N3)Oc3cc(O)ccc32)cc1 (configuration not stated)
    3	-9	3	7	-1%	9	-3%	-2%	0.6%
- CC(OC(=O)c1cccc(N(C)C)c1)C(=O)N1CCc2ccccc2C1 (configuration not stated)
    /	-3	/	/	-3%	/	-2%	-29%	/
- O=C1N2CCSC2=NC1(Nc1nccs1)C(F)(F)F (configuration not stated)
    2	-7	-2	2	0%	20	-4%	-11%	-0.1%
- COc1ccc(CC(=O)Nc2ccc3c(c2)CCC3)cc1
    1	-9	-20	1	-4%	-12	3%	1%	0.3%
- Cc1cccc(C(=O)NCC(=O)NNC(=O)c2ccccc2O)c1
    1	-26	7	-2	4%	0	0%	-10%	0.1%
- COc1cccc(NC(=S)Nc2ccc(F)cc2)c1
    0	12	-9	-2	1%	2	6%	0%	-0.3%
- COc1ccc(-c2ccc(C#N)c(SCC(=O)OCc3ccccc3)n2)cc1OC
    1	13	-11	0	-3%	6	3%	-1%	14%
- NC(=O)C1CCN(CC(=O)NCc2ccccc2)CC1
    1	9	-4	-2	3%	14	-4%	/	1.0%
- CN(C)CCNC(=O)Cn1nc(-c2ccc(Cl)cc2)ccc1=O
    1	-9	16	1	2%	14	-2%	6%	-1.7%
- Cc1ccc2oc(=O)c(S(=O)(=O)c3ccc(C(C)(C)C)cc3)cc2c1
    2	/	-5	5	0%	0	-1%	-1%	-0.5%
- CC(C)(C)c1ccc(C2NC(=O)c3n[nH]c(-c4cccs4)c32)cc1 (configuration not stated)
    5	-17	19	-2	2%	15	-5%	1%	3.3%
- COc1ccc(OC(C)c2nnc(N)s2)cc1 (configuration not stated)
    6	5	1	-2	0%	3	-5%	-2%	-2.5%
- Cc1ccc(Cl)cc1N1CCN(C(=O)c2noc(C)c2[N+](=O)[O-])CC1
    2	-28	-3	-2	-6%	-9	-3%	0%	-0.9%
- CCN1CCN(Cc2c(O)c(Cl)cc3c(C)cc(=O)oc23)CC1
    1	-2	2	-9	3%	0	-5%	-19%	13%
- O=C(CSc1ccc2nnc(-c3ccccc3)n2n1)N1CCCCC1
    /	-19	/	/	2%	/	-2%	-1%	/
- CC1CCN(C(c2ccc(N(C)C)cc2)c2nnnn2Cc2ccccc2)CC1 (configuration not stated)
    5	5	10	-1	1%	-5	1%	-5%	2.0%
- COC(=O)c1ccc2c(=O)n(Cc3ccco3)c(SCC(=O)Nc3ccccc3Cl)nc2c1
    4	-11	-11	2	0%	/	-3%	-3%	3.5%
- Nc1nonc1-n1nnc(C(=O)N/N=C/c2cccs2)c1CSc1ccccc1
    5	17	-8	-4	1%	1	-5%	-20%	0.3%
- CCCN1CCN(C(=S)Nc2ccc3nc(N4CCN(CC)CC4)cc(C)c3c2)CC1
    2	-12	5	-1	0%	-8	-1%	2%	2.4%
- CCOc1ccc(NC(=O)CN(C)C(=O)c2cn(-c3ccc(C)cc3)nc2-c2cccc(OC)c2)cc1OCC
    /	-5	/	/	0%	/	-1%	2%	/
- Cc1ccc(-c2nc(CS(=O)(=O)CC(=O)Nc3ccc(Br)cc3F)c(C)o2)cc1
    4	-33	0	-4	0%	-9	-2%	6%	0.0%
- C=CCc1c(C)nc(C)nc1N/N=C/c1ccc(F)cc1
    1	-7	5	-4	1%	-6	-4%	-6%	1.7%
- Cc1sc2ncn(CC(=O)Nc3c(F)cccc3F)c(=O)c2c1S(=O)(=O)N1CCC(C)CC1
    1	24	5	2	12%	-1	-3%	-12%	2.8%
- COCCNC(=S)NN=C1CCCCC1
    4	-20	-1	3	?	-3	-3%	-7%	-0.7%
- Cc1ccc(Nc2nc(-c3ccc(C)cc3)c(CC(=O)O)s2)cc1
    3	-5	5	-3	-20%	5	3%	?	1.5%

2 records drawn at random from the list so far, as already listed:
Values run as follows: D1 agonist	RXFP1 antag	D1 antagonist	D1 PAM	Vif-APOBEC3G blk	D2 PAM	GRP78 ERSR act	Vif-A3F inh	RXFP1 ag
- O=C(CSc1ccc2nnc(-c3ccccc3)n2n1)N1CCCCC1
    /	-19	/	/	2%	/	-2%	-1%	/
- CCCN1CCN(C(=S)Nc2ccc3nc(N4CCN(CC)CC4)cc(C)c3c2)CC1
    2	-12	5	-1	0%	-8	-1%	2%	2.4%

Next part:
Values run as follows: D1 agonist	RXFP1 antag	D1 antagonist	D1 PAM	Vif-APOBEC3G blk	D2 PAM	GRP78 ERSR act	Vif-A3F inh	RXFP1 ag
- Cc1cccnc1NC(=O)CCc1nnc2ccc(N3CCC4(CC3)OCCO4)nn12
    2	0	5	-2	3%	-12	-4%	-4%	23%
- Nc1nc(SCC(=O)Nc2ccc([N+](=O)[O-])cc2Br)n[nH]1
    -2	2	5	-1	-3%	-1	-5%	-1%	0.9%
- COc1ccc(-c2cc(-c3ccc(Cl)cc3)n[nH]2)c(O)c1
    1	-13	-34*	-6	4%	-4	7%	-26%	0.9%
- CC1CCCC(NC(=O)c2nn(C)c3c2CS(=O)(=O)c2ccccc2-3)C1C (configuration not stated)
    -1	5	6	-12	0%	-6	2%	-2%	-0.6%
- O=c1nc(-c2ccccc2)cc(-c2ccccc2)[nH]1
    0	2	-14	-5	-2%	-12	-1%	3%	-0.2%
- Cn1c(=O)c2c(nc(CO)n2C)n(C)c1=O
    6	10	2	1	0%	-5	-2%	12%	19%
- CCCCc1cc(=O)oc2cc(C)cc(OCC(=O)O)c12
    2	16	0	1	0%	-7	-5%	-4%	2.8%
- COC(=O)c1c(C)nn(-c2ccccc2)c1-n1cccc1
    2	14	-9	0	2%	0	-5%	3%	2.0%
- Cc1nnc(NC(=O)CSc2nccn2Cc2ccc(Cl)cc2)s1
    10	-2	-3	-3	-1%	3	-4%	4%	-2.7%
- Cc1ccc(-c2csc3nc(SCC(N)=O)n(Cc4ccccc4)c(=O)c23)cc1
    3	-12	-28	-12	-3%	-2	-5%	-19%	3.4%
- CCCCn1c(N)c(N(CCOC)C(=O)c2ccc(S(=O)(=O)N3CCCCC3)cc2)c(=O)[nH]c1=O
    2	-2	-16	1	0%	11	-5%	7%	0.5%
- O=C(Oc1c(-c2ccccc2)c(=O)n2c3c(cccc13)CC2)c1ccc(F)cc1
    1	19	2	-3	0%	2	2%	6%	-2.3%
- Cc1cc(NC(=O)CS(=O)(=O)c2cn(Cc3ccccc3Cl)c3ccccc23)no1
    5	4	4	-2	-4%	-8	1%	-2%	0.3%
- CCOC(=O)c1cccc(NC(=O)c2cncc(Br)c2)c1
    0	-1	8	-8	3%	0	5%	1%	2.1%
- COc1cccc(Cn2cccc(NC(=O)NCc3ccccc3)c2=O)c1
    4	12	5	-4	3%	-6	1%	-6%	1.6%
- CN(Cc1ccco1)C(=O)c1cccc(S(=O)(=O)N2CCN(Cc3ccccc3)CC2)c1
    /	6	/	/	-2%	/	-4%	-1%	/
- Cc1ccc(-c2nnc(N3CCN(CCO)CC3)c3ccccc23)cc1
    4	0	3	-2	2%	7	-5%	-7%	-0.2%
- Cc1cc(-c2nnnn2-c2ccc(C(F)(F)F)cc2)no1
    2	6	-4	-3	2%	5	3%	13%	1.4%
- C=CCn1c(SCC(=O)NC)nnc1C12CC3CC(CC(C3)C1)C2
    3	0	10	-4	2%	-1	-3%	-16%	2.6%
- COc1ccc(CC(=O)OCC(=O)Nc2ccc(Cl)cn2)cc1
    8	-17	-8	-7	-8%	6	-1%	-17%	2.1%
- CCC1CCCCN1CC(=O)Nc1cc(OC)c(OC)cc1C#N (configuration not stated)
    5	13	13	4	3%	-1	-3%	-2%	28%
- CCOc1cccc(C(=O)NNC(=O)CCC(=O)O)c1
    1	15	2	0	-4%	2	-4%	-5%	1.2%
- CCCCN(C(=O)c1cc(-c2ccco2)nc2ccccc12)c1c(N)n(CCCC)c(=O)[nH]c1=O
    1	18	7	-1	-4%	3	3%	-19%	-1.9%
- Cc1ccc(NC(=O)C2=CC(c3ccc4c(c3)OCO4)=NS(=O)(=O)N2C)cc1
    3	-15	8	-2	-2%	0	-5%	4%	6.3%
- O=C1CCN(C(=O)/C=C/c2ccccc2)c2ccccc21
    4	2	-9	-4	-4%	7	4%	-12%	-0.3%
- CC1=C(C(=O)OCC2CCCO2)C(c2ccccc2)C2=C(CCCC2=O)N1 (configuration not stated)
    3	-6	2	10	2%	10	-3%	7%	6.1%
- CCOC(=O)c1c(CNCCN(CC)CC)n(C)c2cc(Br)c(OC)cc12
    3	-9	0	-2	5%	-8	-5%	6%	-0.6%
- CC(Oc1ccc(NC(=O)c2ccco2)cc1)C(=O)N1c2ccccc2CC1C (configuration not stated)
    4	6	-10	-8	1%	2	-4%	-11%	1.7%
- CCOC(=O)c1oc2ccc(CNC3CCCCC3)c(Cl)c2c1C
    0	26	-17	-13	2%	-10	2%	-15%	2.9%
- CC(C)C(NC(=O)c1ccc(F)cc1)C(=O)N1CCN(c2ccccn2)CC1 (configuration not stated)
    /	-2	/	/	5%	/	4%	0%	/
- CCCN1CNC(=S)N(c2ccccc2OC)C1
    6	/	-9	-4	0%	15	0%	6%	0.1%
- Cc1ccc(-n2nc3c(=O)n(CCCC(=O)NCc4ccccc4Cl)nc(C)c3c2C)cc1
    3	-16	14	-3	-4%	6	-4%	1%	-1.3%

These rows are one share of the data, so the mix of outcomes need not match the whole.
